STK33 kinase inh: inhibitors of human STK33 kinase; Q9BYT3; purified STK33, MBP phosphorylation, ADP-Glo luminescence; inhibition, % at 10 µM; actives 0.073% (n = 320,000);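 active = inhibition at or above 25%, using the most active replicate where run in duplicate; inactive = inhibition below 25%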
Target sequence (Q9BYT3 whole entry, looked up): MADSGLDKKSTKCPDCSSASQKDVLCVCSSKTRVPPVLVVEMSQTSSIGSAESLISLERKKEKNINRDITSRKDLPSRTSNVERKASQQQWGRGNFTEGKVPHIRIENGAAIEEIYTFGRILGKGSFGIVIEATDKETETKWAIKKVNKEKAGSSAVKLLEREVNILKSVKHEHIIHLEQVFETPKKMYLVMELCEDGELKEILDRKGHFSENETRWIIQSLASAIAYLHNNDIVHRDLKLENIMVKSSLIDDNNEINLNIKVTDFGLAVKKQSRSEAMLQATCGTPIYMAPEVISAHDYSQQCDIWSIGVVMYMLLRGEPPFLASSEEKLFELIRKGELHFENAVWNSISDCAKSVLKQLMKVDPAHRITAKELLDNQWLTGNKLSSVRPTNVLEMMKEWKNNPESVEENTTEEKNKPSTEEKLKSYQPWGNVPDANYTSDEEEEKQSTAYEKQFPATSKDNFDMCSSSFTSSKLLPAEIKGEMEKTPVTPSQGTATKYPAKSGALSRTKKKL
* = called active by the depositor; & = joins results of further samples. An excerpt (hit frequency here may not be typical).

SMILES	STK33 kinase inh
CCn1c(O)c(C(=O)CC2NCCc3ccccc32)c(=O)n(CC)c1=S (stereo not given)	0.4
CCCNC(=O)N1[C@H]2CC[C@@H]1C(C(=O)OC)=C(c1ccc(Cl)c(C(F)(F)F)c1)C2	-0.9
CCOC(=O)c1c(N)n(Cc2ccco2)c2nc3ccccc3nc12	0.3
Cn1cccc1C1CCCN1CC(=O)Nc1ccc(C#N)c(Cl)c1 (stereo not given)	-0.6
C=C[C@H]1CN2CC[C@H]1C[C@@H]2[C@@H](O)c1ccnc2ccccc12	-2.8
C=C[C@@]12CN(C)[C@H]3[C@H]1[C@@]1(C(=O)Nc4ccccc41)C1CC2[C@@H]3CO1	-3.2
C[C@]12CCC3C(CC[C@H]4C[C@H](O)CC[C@]34C)C1C[C@@H](CCCCl)[C@@H]2O (stereo not given in full)	-0.3
COc1cc(CCN)ccc1O	-1.5
OCCOc1ccccc1	-0.4
COC(=O)C1=C(c2ccc(OCc3ccccc3)cc2)C[C@@H]2CC[C@H]1N2C(=O)NCCN1CCOCC1	9.4
C[C@@H]1CCC2[C@@H](C)C(=O)O[C@@H]3OC4(C)CCC1[C@@]23OO4 (stereo not given in full)	-0.3
COc1cc(OC)cc(-n2nc(C(=O)N3CCC4(CC3)OCCO4)c3ccccc3c2=O)c1	0.7
COC(=O)C1=C(c2c(C)noc2C)C[C@@H]2CC[C@H]1N2C(=O)N1CCc2cc(OC)c(OC)cc2C1	0.5
COC(=O)C1=C(c2ccc(F)cc2OCc2ccccc2)C[C@@H]2CC[C@H]1N2C(=O)N1CCC(C)CC1	-2.4
COC(=O)C1=C(c2ccc(OC(F)(F)F)cc2)C[C@@H]2CC[C@H]1N2C(=O)NCCO	-1.5
O=C(CCC(=O)N1C[C@H]2C[C@@H](C1)c1cccc(=O)n1C2)NCc1ccc(F)cc1	-0.6
C[C@]12C[C@H](O)[C@@H](O)CC1=CCC1C2CC[C@@]2(C)C1CC[C@@H]2O (stereo not given in full)	1.4
COC(=O)C1=C(c2ccc(C(C)=O)cc2)C[C@@H]2CC[C@H]1N2C(=O)NC1CCCCC1	-0.8
COC(=O)C1=C(c2ccc(-c3ccccc3)c(F)c2)C[C@@H]2CC[C@H]1N2C(=O)NCc1ccco1	-1.0
OCC1CO1 (stereo not given)	1.3

Part of the list above in order of SMILES length, lowest first:
SMILES	STK33 kinase inh
CCOC(=O)c1c(N)n(Cc2ccco2)c2nc3ccccc3nc12	0.3
COC(=O)C1=C(c2ccc(OCc3ccccc3)cc2)C[C@@H]2CC[C@H]1N2C(=O)NCCN1CCOCC1	9.4
COC(=O)C1=C(c2c(C)noc2C)C[C@@H]2CC[C@H]1N2C(=O)N1CCc2cc(OC)c(OC)cc2C1	0.5

The list continues.
SMILES	STK33 kinase inh
C[C@H]1C(=O)O[C@@H]2CCN3CC=C(COC(=O)[C@](C)(O)[C@]1(C)O)[C@H]23	-0.2
COC(=O)C1=C(c2ccc(Cl)c(C(F)(F)F)c2)C[C@@H]2CC[C@H]1N2C(=O)NCC1CC1	0.8
CCCNC(=O)N1[C@H]2CC[C@@H]1C(C(=O)OC)=C(c1cccc(Cl)c1)C2	-0.7
CCN(CC)C(=O)c1ccc(NC(=O)COC(=O)c2ccc(Cl)s2)cc1	-0.6
Clc1ccc(C(Cl)(Cl)Cl)c(Cl)c1	-0.3
CC(=O)CCC(C)=O	-0.2
Cc1cc(N=Nc2ccccc2C)ccc1N	-1.8
COC(=O)C1=C(c2ccc(F)cc2OCc2ccccc2)C[C@@H]2CC[C@H]1N2C(=O)NC1CC1	-1.2
COC(=O)C1=C(c2c(C)noc2C)C[C@@H]2CC[C@H]1N2C(=O)NCCO	-0.9
C[C@]12CCC3C(CC[C@H]4C[C@@H](O)CC[C@]34C)C1CC[C@@H]2O (stereo not given in full)	-2.0
COCCn1c(O)c(/C=N/NC(=O)CSC(=S)N2CCCC2)c(=O)[nH]c1=S	0.4
CN1CCc2cc3c(cc2[C@H]1[C@@H]1OC(=O)c2c1ccc1c2OCO1)OCO3	-0.8
COc1ccc(C=O)cc1	-1.6
COC(=O)C1=C(c2ccc(F)cc2OCc2ccccc2)C[C@@H]2CC[C@H]1N2C(=O)NCc1ccc([N+](=O)[O-])cc1	-0.4
COC(=O)C1=C(c2cccc(C#N)c2)C[C@@H]2CC[C@H]1N2C(=O)NCCc1ccccc1	-0.9
C[C@H]1CCC/C=C/[C@@H]2C[C@H](O)C[C@H]2[C@H](O)/C=C/C(=O)O1	-1.7&-1.2
COC(=O)C1=C(c2ccc(OC)c(OC)c2)C[C@@H]2CC[C@H]1N2C(=O)N1CCC(C)CC1	-1.8
Cc1cccc([N+](=O)[O-])c1	-0.3
COC(=O)C1=C(c2ccc(F)cc2OCc2ccccc2)C[C@@H]2CC[C@H]1N2C(=O)NCc1ccc(C)cc1	-0.5
O=C(Cn1c(=S)[nH]c2ccccc2c1=O)N1CCC2(CC1)OCCO2	-0.6

Single entries from the list:
COCCn1c(O)c(/C=N/NC(=O)CSC(=S)N2CCCC2)c(=O)[nH]c1=S in STK33 kinase inh = 0.4
C[C@H]1C(=O)O[C@@H]2CCN3CC=C(COC(=O)[C@](C)(O)[C@]1(C)O)[C@H]23 in STK33 kinase inh = -0.2

(continued)
SMILES	STK33 kinase inh
O=C(Cc1ccccc1)OCc1ccccc1	-0.6
O=C(CCS(=O)(=O)c1ccc(Br)cc1)N1CCC2(CC1)OCCO2	-0.2
C=C(Cl)CSC(=S)N(CC)CC	0.0
Cc1ccc(/C=C2\C(=O)NC(=S)N(c3ccccc3F)C2=O)s1	0.0
CC(C)C[C@H](NP(=O)(O)O[C@@H]1O[C@@H](C)[C@H](O)[C@@H](O)[C@H]1O)C(=O)N[C@@H](Cc1c[nH]c2ccccc12)C(=O)O	-1.7
COC(=O)C1=C(c2ccccc2OCc2ccccc2)C[C@@H]2CC[C@H]1N2C(=O)NCc1ccc(F)cc1	-0.3
COC1=C(C)C(=O)O[C@]12C(=O)C(C)=C1CCCCN3[C@H]([C@@H]4C[C@H](C)C(=O)O4)CC[C@]132	0.7
COC(=O)C1=C(c2ccccc2OCc2ccccc2)C[C@@H]2CC[C@H]1N2C(=O)NCCOc1ccccc1	0.1
C[C@]12CCC3C(CC[C@H]4C[C@@H](O)CC[C@]34C)C1C[C@H](Br)[C@@H]2O (stereo not given in full)	-0.1
O=C1NCCN2CCCC12 (stereo not given)	-0.8
COC(=O)C1=C(c2cccc(C#N)c2)C[C@@H]2CC[C@H]1N2C(=O)NCC1CC1	-1.0
CC(C)C[C@H]1C(=O)N2CCC[C@H]2[C@]2(O)O[C@](NC(=O)[C@@H]3C=C4c5cccc6[nH]cc(c56)C[C@H]4N(C)C3)(C(C)C)C(=O)N12	4.2
COC(=O)C1=C(c2cccc(OCc3ccccc3)c2)C[C@@H]2CC[C@H]1N2C(=O)NCCc1ccc(F)cc1	0.4
COC(=O)C1=C(c2ccc(F)cc2OCc2ccccc2)C[C@@H]2CC[C@H]1N2C(=O)NCc1cc(C)oc1C(F)(F)F	-1.8
COC(=O)C1=C(c2cccc(OCc3ccccc3)c2)C[C@@H]2CC[C@H]1N2C(=O)NCc1cccc(F)c1	0.1
COc1ccc(C(c2ccc(OC)cc2)C(Cl)(Cl)Cl)cc1	-0.3
C/C=C1/C[C@@H](C)[C@](O)(CO)C(=O)OCC2=CCN3CC[C@@H](OC1=O)[C@@H]23	-1.7
NCC1(CC(=O)O)CCCCC1	-1.0
CC1=NCCc2c1[nH]c1cc(O)ccc21	1.7
COC(=O)C1=C(c2c(C)noc2C)C[C@@H]2CC[C@H]1N2C(=O)NCCNC(C)=O	1.1

Rewritten as a markdown table: part of the list above.
| smiles | STK33 kinase inh |
| --- | --- |
| COC(=O)C1=C(c2ccccc2OCc2ccccc2)C[C@@H]2CC[C@H]1N2C(=O)NCCOc1ccccc1 | 0.1 |
| C[C@]12CCC3C(CC[C@H]4C[C@@H](O)CC[C@]34C)C1C[C@H](Br)[C@@H]2O (stereo not given in full) | -0.1 |

Compounds above that have a cyano group:
SMILES	STK33 kinase inh
Cn1cccc1C1CCCN1CC(=O)Nc1ccc(C#N)c(Cl)c1 (stereo not given)	-0.6
COC(=O)C1=C(c2cccc(C#N)c2)C[C@@H]2CC[C@H]1N2C(=O)NCCc1ccccc1	-0.9
COC(=O)C1=C(c2cccc(C#N)c2)C[C@@H]2CC[C@H]1N2C(=O)NCC1CC1	-1.0

Next entries:
SMILES	STK33 kinase inh
Clc1ccc(CCC(Cn2ccnc2)Sc2c(Cl)cccc2Cl)cc1 (stereo not given)	-0.9
Cc1cnc[nH]1	-1.9
COC(=O)C1=C(c2ccc(OC(F)(F)F)cc2)C[C@@H]2CC[C@H]1N2C(=O)NCCCOC(C)C	-1.7
COC(=O)C1=C(c2ccc(Cl)c(C(F)(F)F)c2)C[C@@H]2CC[C@H]1N2C(=O)N1CCC(C)CC1	-1.0
C[C@]12CCC3C(CC[C@H]4C[C@H](O)CC[C@]34C)C1CCC2=O (stereo not given in full)	-0.2
C[C@]12CC[C@H](O)CC1=C([N+](=O)[O-])CC1C2CC[C@@]2(C)C1CC[C@@H]2O (stereo not given in full)	-1.6
COC(=O)C1=C(c2ccc3ccccc3c2)C[C@@H]2CC[C@H]1N2C(=O)NCCCOC(C)C	1.5
O=C(Cc1ccccc1F)N1CCN(CC(=O)N2CCCC2)CC1	0.5
COC(=O)C1=C(c2ccc(F)cc2OCc2ccccc2)C[C@@H]2CC[C@H]1N2C(=O)NCc1cccc(OC)c1	-0.4
O=C(Cc1ccccc1)OCC(=O)c1ccc(F)cc1	-0.8
C[C@]12CCC3C(CC[C@H]4C[C@@H](O)CC[C@]34C)[C@H]1CC[C@H]2O (stereo not given in full)	1.1
COC(=O)C1=C(c2ccc(C(C)=O)cc2)C[C@@H]2CC[C@H]1N2C(=O)NC1Cc2ccccc2C1	-2.6
Cc1ccc(C(C)C)c(OCC(=O)N2CCN(CC(=O)N3CCOCC3)CC2)c1	-1.9
NCCc1ccc(S(=O)(=O)F)cc1	-0.7
COC(=O)C1=C(c2ccc(OC)c(OC)c2)C[C@@H]2CC[C@H]1N2C(=O)NC(C)C	-0.1
C#C[C@]1(O)[C@H](O)CC2C3CC[C@H]4C[C@@H](O)CC[C@]4(C)C3CC[C@@]21C (stereo not given in full)	-1.0
COC(=O)C1=C(c2ccc(-c3ccccc3)c(F)c2)C[C@@H]2CC[C@H]1N2C(=O)NCC1CC1	1.1
COC(=O)C1=C(c2ccc(F)cc2OCc2ccccc2)C[C@@H]2CC[C@H]1N2C(=O)NC1CCCCC1	-1.7
Clc1cc(Cl)c(-c2cc(Cl)c(Cl)cc2Cl)cc1Cl	0.0
COC(=O)C1=C(c2cccc(C#N)c2)C[C@@H]2CC[C@H]1N2C(=O)NCCOc1ccccc1	-0.6
C[C@]12CCC3C(CC[C@H]4C[C@@H](O)CC[C@]34C)C1[C@H]1CN=N[C@H]1[C@@H]2O (stereo not given in full)	-0.7
CC1(C)C(=O)CC[C@@]2(C)C1=CCC1C2CC[C@]2(C)C(=O)CCC12 (stereo not given in full)	0.2
COC(=O)C1=C(c2ccc(F)cc2F)C[C@@H]2CC[C@H]1N2C(=O)NC1Cc2ccccc2C1	-1.5
COc1cccc(-c2sc3ccccc3c2-c2ccc(OCCN3CCOCC3)cc2)c1	-1.7
CCN1CCN(C(=O)COc2ccc3oc4c(c3c2)CCCC4)CC1	-2.4
C[C@@H]1CC2C3CC=C4C[C@@H](O)CC[C@]4(C)C3CC[C@]2(C)[C@H]1O (stereo not given in full)	0.8
C[C@]12CC[C@H](O)CC1C(=O)CC1C2CC[C@@]2(C)C1CC[C@@H]2O (stereo not given in full)	0.3
O=c1[nH]c2ccccc2o1	-0.6
Clc1ccc(C(c2ccc(Cl)cc2)n2cc[n+](CC(OCc3ccc(Cl)cc3Cl)c3ccc(Cl)cc3Cl)c2)cc1 (stereo not given)	2.4
O=[N+]([O-])c1ccccc1CCl	-1.7
C[C@H]1CC2C3CC=C4C[C@@H](O)CC[C@]4(C)C3CC[C@]2(C)[C@H]1O (stereo not given in full)	0.5
COC(=O)C1=C(c2ccc(Cl)c(C(F)(F)F)c2)C[C@@H]2CC[C@H]1N2C(=O)NC(C)C	0.3
COC(=O)C1=C(c2cccc(C#N)c2)C[C@@H]2CC[C@H]1N2C(=O)NCCOc1ccc(OC)cc1	-1.0
Cc1cccc(C#N)c1	-1.0
COC(=O)C(O)(c1c(C)[nH]c2ccccc12)C(F)(F)F (stereo not given)	-7.0
CC1CCCC(C2(O)C(=O)Nc3ccccc32)C1=O (stereo not given)	-2.3
COC(=O)C1=C(c2ccc(F)cc2OCc2ccccc2)C[C@@H]2CC[C@H]1N2C(=O)NCc1ccc(Br)cc1	-0.1
COC(=O)C1=C(c2ccc(-c3ccccc3)c(F)c2)C[C@@H]2CC[C@H]1N2C(=O)N1CCCC1	-2.4
COC(=O)C1=C(c2ccc(F)cc2OCc2ccccc2)C[C@@H]2CC[C@H]1N2C(=O)NC1Cc2ccccc2C1	-2.5
O=C(O)COc1ccccc1	-0.1
COC(=O)C1=C(c2cccc(OCc3ccccc3)c2)C[C@@H]2CC[C@H]1N2C(=O)NCc1ccccc1	0.9
COC(=O)C1=C(c2cccc(OCc3ccccc3)c2)C[C@@H]2CC[C@H]1N2C(=O)NCCOc1ccc(OC)cc1	-1.9
COC(=O)C1=C(c2ccc(F)cc2OCc2ccccc2)C[C@@H]2CC[C@H]1N2C(=O)NCc1ccccc1Br	0.1
Nc1ccccc1C(=O)OCCOc1ccccc1	-1.0
COC(=O)C1=C(c2ccc(C(C)=O)cc2)C[C@@H]2CC[C@H]1N2C(=O)N1CCC(O)CC1	-1.6
OCC(Cl)CCl (stereo not given)	-1.4
CC(N)C(=O)OC(C)(C)Cc1ccc(Cl)cc1 (stereo not given)	-1.5
Oc1c(Br)cc(Br)cc1Br	-2.4
CCOC(=O)c1cncn1[C@@H](C)c1ccccc1	0.9
Oc1ccc2c3c1O[C@H]1c4[nH]c5ccccc5c4C[C@@]4(O)[C@@H](C2)N(CC2CC2)CC[C@]314	-0.4
COC(=O)C1=C(c2ccc(C(C)=O)cc2)C[C@@H]2CC[C@H]1N2C(=O)N1CCOCC1	3.2
C[C@]12CC[C@@H](O)CC1=CCC1C2CC[C@@]2(C)C1CC[C@@H]2N (stereo not given in full)	1.2
OCCOCCO	-1.5
CC(C)NP(=O)(NC(C)C)OP(=O)(NC(C)C)NC(C)C	-1.3
COC(=O)C1=C(c2ccc(OC(F)(F)F)cc2)C[C@@H]2CC[C@H]1N2C(=O)NC1CC1	-0.3

High-throughput results: PubChem BioAssay, Broad Institute
